EP2 mod – modulators of human EP2 prostaglandin E2 receptor. P43116. EP2-expressing cells, cAMP HTRF FRET, PGE2 co-stimulation. induction, % at 25 µM. 0.83% of 260,000 active;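 active means compounds whose cAMP rise, as percent of the full-agonist control response, exceeds 60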;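 further: rat C6 glioma line stably carrying human EP2 under a CMV promoter; the protocol text gives 20 µM as final concentration; 100% = response of wells given 1 µM PGE2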
Target sequence (P43116 whole entry, looked up): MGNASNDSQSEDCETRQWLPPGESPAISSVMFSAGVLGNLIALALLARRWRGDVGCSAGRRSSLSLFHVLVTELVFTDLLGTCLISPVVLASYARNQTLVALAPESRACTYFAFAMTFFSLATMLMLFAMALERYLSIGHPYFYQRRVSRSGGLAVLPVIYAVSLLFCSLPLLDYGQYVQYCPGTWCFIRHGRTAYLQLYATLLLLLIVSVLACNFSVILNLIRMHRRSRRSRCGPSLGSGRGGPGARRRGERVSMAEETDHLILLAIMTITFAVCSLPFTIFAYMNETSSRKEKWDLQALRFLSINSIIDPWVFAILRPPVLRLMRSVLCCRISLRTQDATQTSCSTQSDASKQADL
TRPML3 ag – activates the human TRPML3 channel; Q8TDD5; HEK293 TRPML3-YFP, Fluo-8 calcium fluorescence; 100% = the carbachol control signal; activation, % at 3 µM; 0.29% of 220,000 active;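 active means activation above its plate's cutoff, the mean activation of the plate's test wells plus 3 SD, cut at about 12% in these data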;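 further: 0% = DMSO only wells and 100% = carbachol wells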
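Material: HEK293 cells stably carrying human TRPML3-YFP; compound dosing: single dose, 3 µM final nominal compound, 0.3% DMSO final; incubation: 1-h 37 °C dye load, 5-s basal, 120-s post-compound reads; technique: Fluo-8 intracellular calcium fluorescence, excitation 470-495 nm, emission 515-575 nm; read-out basis: percent activation from peak-to-basal fluorescence ratio, scaled between DMSO and carbachol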
14-3-3 Bad inh – disrupts binding of bovine 14-3-3 zeta to phospho-Bad peptide; P63103; TR-FRET 14-3-3zeta/Dy647-pBad peptide displacement, 1 h; inhibition, % at 21.7 µM; 0.71% of 220,000 active; AID 781;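 active means inhibition above about 70%, limit read from the data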;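 further: 0% = full 14-3-3 plus peptide FRET controls and 100% = background without 14-3-3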
Target sequence (P63103 whole entry, looked up): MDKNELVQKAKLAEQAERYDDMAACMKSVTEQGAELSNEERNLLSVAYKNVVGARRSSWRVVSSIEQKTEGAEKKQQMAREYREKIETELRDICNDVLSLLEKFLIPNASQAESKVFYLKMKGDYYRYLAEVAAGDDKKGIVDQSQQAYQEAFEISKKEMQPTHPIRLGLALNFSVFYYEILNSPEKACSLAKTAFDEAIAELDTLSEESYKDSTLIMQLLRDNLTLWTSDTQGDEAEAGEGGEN
NPY Y1 blocker – blocks the human neuropeptide Y Y1 receptor. 1% of 200,000 active. P25929. HEK293-CNG Y1 cells, membrane potential fluorescence; NPY at EC95, then isoproterenol. AID 1040. inhibition, % at 3.6 µM;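 active means inhibition above the campaign mean inhibition of all tested compounds plus 3 SD, cut at about 20% in these data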;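 further: 0% = DMSO wells given NPY plus isoproterenol and 100% = isoproterenol alone without NPY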
Target sequence (P25929 whole entry, looked up): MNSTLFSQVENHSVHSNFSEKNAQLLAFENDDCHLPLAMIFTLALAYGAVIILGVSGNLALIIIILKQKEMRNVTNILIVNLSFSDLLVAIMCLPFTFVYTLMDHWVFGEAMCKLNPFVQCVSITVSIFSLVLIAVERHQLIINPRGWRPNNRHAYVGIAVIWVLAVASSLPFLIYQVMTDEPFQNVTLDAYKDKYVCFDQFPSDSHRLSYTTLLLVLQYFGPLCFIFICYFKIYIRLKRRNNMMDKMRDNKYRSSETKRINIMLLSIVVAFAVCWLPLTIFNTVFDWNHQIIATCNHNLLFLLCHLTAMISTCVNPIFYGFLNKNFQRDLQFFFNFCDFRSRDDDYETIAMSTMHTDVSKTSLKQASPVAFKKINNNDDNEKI
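System: HEK293 cells with Y1 receptor plus CNG channel / Probe or stimulus: NPY 25 nM then isoproterenol 1 µM plus Ro 20-1724 25 µM / Compound: one concentration, 3.6 µM, in 0.4% DMSO / Schedule: compound incubation 1 h at room temperature, readout 45 min post-stimulation / Measured by: membrane potential fluorescence / Read-out: % inhibition of NPY effect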
TRPN1 ag – agonists of zebrafish TRPN1 channel. HEK293 zebrafish TRPN1-YFP, Fluo-8 calcium fluorescence; 100% = response to 87 µM carbachol. activation, % at 3 µM. 0.18% of 220,000 active;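 active means activation above its plate's cutoff, the mean activation of test wells on that plate plus 3 SD, cut at about 19% in these data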;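 further: 0% = DMSO alone and 100% = 87 µM carbachol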
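Material: zebrafish TRPN1-YFP in HEK293 cells. Doses: one dose of 3 µM, 0.3% DMSO. Incubation: dye 1 h 37 °C plus 30 min RT. Measured by: intracellular calcium fluorescence with Fluo-8.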
CHOP inhibitor – CHOP inhibition in unfolded protein response. CHO-K1 CHOP-promoter luciferase, tunicamycin-induced, 15-18 h. inhibition, % at 10 µM. AID 2732. 3.8% of 220,000 active;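 active means compounds that reduced the stress-induced luciferase reporter signal by more than about 70% of percent inhibition, limit read from the data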;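 further: 0% = tunicamycin plus vehicle and 100% = wells without tunicamycin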
PPC-1+TRAIL kill – kills PPC-1 cancer cells in the presence of TRAIL; PPC-1 cells + TRAIL, ATPLite viability luminescence; cell killing (% activity), % at 4 µM; 0.41% of 220,000 active; AID 1443;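 active means cell killing above 50% in the first pass at 4 µM, then a duplicate retest at 5 µM averaging 50% or more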;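 further: plate controls were cells with TRAIL plus DMSO for no effect and medium-only wells lacking cells for full effect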
NPY1 pot ag – human NPY-Y1 potentiation or agonism, primary screen | P25929 | NPY-Y1 expressing cells, potentiator/agonist activation | activation, % at 3.6 µM | 0.37% of 220,000 active | AID 1304; in the data active means activation above about 33%, passing the limit was not always enough;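 further: cells stimulated with NPY at EC10 then isoproterenol at EC100; 0% = low agonist plus stimulus and 100% = saturating agonist plus stimulus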
PGE2 EP2 inh – blocks the human prostaglandin E2 receptor EP2 | P43116 | C6 glioma cells expressing human EP2, cAMP TR-FRET; cells stimulated with saturating PGE2 | inhibition, % at 25 µM | 0.52% of 260,000 active | AID 1422;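 active means percent inhibition above 40 after rounding to a whole number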;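 further: rat C6 glioma host cells with rolipram phosphodiesterase inhibitor present; the protocol text gives 20 µM as final concentration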
Active calls of the source: *; x = no result given; & = joins results of further samples; [ ] = remark or other dose. The list is partial. The share of hits here may be higher or lower than overall.

cpd | SMILES | EP2 mod | TRPML3 ag | 14-3-3 Bad inh | NPY Y1 blocker | TRPN1 ag
1 | C=C(C)C1CC=C(C)/C(=N/NC(=O)COc2cccc(C)c2)C1 (configuration not stated) | -34 | -0.2 | 0[fluorescence artefact?] | 4 | 1.2
2 | CC(C)N1CC=C2C(C#N)=C(N)C(C#N)(C#N)C(c3ccccc3)C2C1 (configuration not stated) | 5 | 1.3 | 7 | 0 | 3.9
3 | CC(C)CN(C(=O)COC(=O)CCc1c[nH]c2ccccc12)C1CCS(=O)(=O)C1 (configuration not stated) | 25 | 0.9 | 2 | 7 | 2.3
4 | COc1cc2c(cc1OC)CN(CC(=O)Nc1ccccc1C#N)CC2 | -32 | 0.7 | 2 | 4 | 0.0
5 | Cc1ccc(N2C(=O)c3ccc(C(=O)Nc4cccnc4)cc3C2=O)c(C)c1 | -21 | 1.5 | -4 | -10 | 1.1
6 | CC(C)c1ccc(/C=N/Nc2cc(N3CCOCC3)nc(N3CCOCC3)n2)cc1 | 96* | 0.4 | -4[fluorescence artefact?] | 4 | -0.8
7 | Cc1cc(C)n(S(=O)(=O)c2cc(Cl)ccc2Cl)n1 | 21 | -0.3 | -7 | 2 | -2.4
8 | NC(=O)c1cc([N+](=O)[O-])cc2c1C=Cc1ccccc1O2 | -22 | -1.0 | 7 | 2 | -2.0
9 | Cc1c(Cl)ccc2c1NC(=O)[C@]21[C@@H]2C(=O)N(Cc3ccccc3)C(=O)[C@@H]2[C@@H]2CCCN21 | 23 | -0.4 | 3 | -2 | -0.7
10 | CC(C)N(C)NC(=S)Nc1ccccc1 | 5 | 0.3 | -6 | -1 | 1.2
11 | C(=N\Nc1nc2ccccc2[nH]1)/c1cccc2nccnc12 | -101 | 0.6 | -9 | x | 3.8
12 | CC(=O)c1c(C)nn(C(=O)c2cccs2)c1C | 0 | 0.7 | 6 | -1 | -0.4
13 | O=C(c1ccccc1)N(Cc1cccnc1)C1(C(=O)Nc2ccccc2)CCCCC1 | 32 | 0.2 | 5 | 2 | -0.5
14 | FC(F)(F)c1ccccc1NC(=S)N1CCN(c2ccccn2)CC1 | -64 | 1.5 | 0 | -3 | 2.4
15 | Fc1ccc(CNC(=S)Nc2cccc(C(F)(F)F)c2)cc1 | -27 | 4.5 | -9 | -5 | 3.6

cpd | CHOP inhibitor | PPC-1+TRAIL kill | NPY1 pot ag | PGE2 EP2 inh
1 | 26 | 4 | -26 | 4
2 | 7 | 3 | -18 | 17
3 | 21 | 4 | -31 | 24
4 | 18 | 4 | -11 | 13
5 | 51 | 13 | 18 | 30
6 | 24 | 25 | -18 | 9
7 | 29 | -2 | -4 | 8
8 | 8 | 11 | 5 | 4
9 | 52 | 8 | 32* | 8
10 | 49 | -18 | -1 | 6
11 | 71* | 45 | -17 | 15
12 | 6 | -10 | 1 | 10
13 | -3 | 13 | 7 | 4
14 | 3 | -8 | 8 | 9
15 | 24 | 9 | 30 | 8

A few values from the entries so far.
PPC-1+TRAIL kill with `Cc1c(Cl)ccc2c1NC(=O)[C@]21[C@@H]2C(=O)N(Cc3ccccc3)C(=O)[C@@H]2[C@@H]2CCCN21` : 8
14-3-3 Bad inh with `CC(C)c1ccc(/C=N/Nc2cc(N3CCOCC3)nc(N3CCOCC3)n2)cc1` : -4[fluorescence artefact?]
PPC-1+TRAIL kill with `C=C(C)C1CC=C(C)/C(=N/NC(=O)COc2cccc(C)c2)C1` (configuration not stated) : 4

Next section
cpd | SMILES | EP2 mod | TRPML3 ag | 14-3-3 Bad inh | NPY Y1 blocker | TRPN1 ag
16 | C#CCSc1nnnn1-c1cccc(Cl)c1 | -7 | -0.3 | -5 | x | -0.9
17 | COc1ccc2c(c1)[nH]c1c(=O)n(Cc3ccccn3)cnc12 | 4 | 0.0 | -1 | -1 | -1.4
18 | CCC(=O)Oc1ccc(C(=O)Nc2cccc(C(=O)NCC(C)C)c2)cc1 | -25 | -0.1 | 10 | -5 | 0.8
19 | COc1ccc([N+](=O)[O-])cc1NC(=O)CSc1ccccc1 | -10 | 0.6 | 1 | 4 | -2.1
20 | Cc1ccc2cc(C)c(N3CCN(c4ccccn4)CC3)nc2c1 | 44 | 0.1 | 4 | 8 | 0.2
21 | O=C(Nc1ccccc1)Nc1sccc1-c1nc2ccccc2s1 | 18 | -0.8 | 11 | x | 0.5
22 | Cc1cccn2cc(CSc3ccccc3N)nc12 | 3 | 0.6 | -1 | -3 | 4.2
23 | O=C1c2ccccc2C(=O)N1CC1c2ccccc2CCN1S(=O)(=O)c1ccccc1 (configuration not stated) | 37 | 10 | -18 | -1 | -1.7
24 | Cc1nccn1-c1ncnc2sc3c(c12)CCCC3 | 3 | 0.5 | 4 | 3 | 2.2
25 | O=C(NCCNC(=O)c1ccco1)c1ccc(F)cc1 | -21&10 | 1.3 | -12 | 6 | 0.5
26 | CCCCOC(=O)c1cc(Cl)c(O)c(OC)c1 | 4 | 0.4 | -4 | x | -0.5
27 | CCOc1cccc(C(=O)NCc2ccccc2)c1 | 12 | -0.4 | -2 | 3 | -0.1
28 | CC(C)CCNC(=O)CN(C(=O)Cn1nnc(-c2ccc(F)cc2)n1)C1CCCC1 | 35 | 0.0 | 6 | 4 | -0.3
29 | CCNC(=O)NC(=O)COC(=O)CCCSc1nc2ccccc2s1 | 11 | 0.0 | 7 | 6 | -0.2
30 | C=CCOC(=O)C1=C[C@H](c2cn(C(C)=O)c3ccccc23)C[C@H](OCCCCO)O1 | -20 | -0.4 | 3 | -4 | 0.6

cpd | CHOP inhibitor | PPC-1+TRAIL kill | NPY1 pot ag | PGE2 EP2 inh
16 | 7 | 1 | 7 | 9
17 | 21 | 10 | 18 | 15
18 | -5 | 6 | 3 | 6
19 | 4 | 38 | 10 | 37
20 | 74* | 21 | -33 | 9
21 | -32 | -1 | 10 | 9
22 | 17 | -8 | -9 | 4
23 | -5 | 17 | -2 | 11
24 | 25 | 3 | 8 | -1
25 | 16 | -3 | 15 | 13&3
26 | 11 | -7 | -20 | 7
27 | 3 | 20 | 12 | 3
28 | 41 | 2 | -5 | 7
29 | 29 | 24 | -28 | 15
30 | 24 | 12 | 7 | 3

More records follow:
cpd | SMILES | EP2 mod | TRPML3 ag | 14-3-3 Bad inh | NPY Y1 blocker | TRPN1 ag
31 | CCN(CC)c1ccc(/C=N/NC(=O)c2cccc(S(=O)(=O)N3CCOCC3)c2)c(O)c1 | -8 | 1.1 | -24 | -1 | 1.9
32 | CN1C=CC=C/C1=C1/SC(=S)N(Cc2ccccc2)C1=O | -27 | 0.4 | 2[fluorescence artefact?] | 2 | 0.2
33 | O=C1NCCN1Cc1cccc(Cl)c1 | 13 | 0.4 | -8[fluorescence artefact?] | 9 | 0.8
34 | c1ccc(Nc2c3c(nc4ccccc24)CCC3)cc1 | -11 | -1.1 | 7 | 20* | -0.6
35 | O=C(Nc1ccncc1)c1ccc(C(=O)Nc2ccncc2)cc1 | -2 | 1.1 | -9 | 5 | 1.0
36 | CC1=C(C(=O)N2CCOCC2)C(c2cc(C)ccc2C)NC(=S)N1 (configuration not stated) | -11 | 1.7 | -12 | 1 | 0.1
37 | COc1ccc(NC(=O)C(F)(OC)C(F)(F)F)c(OC)c1 (configuration not stated) | 3 | 0.2 | 15 | 1 | -0.1
38 | C=CCCCN(Cc1ccccc1)S(=O)(=O)c1ccccc1Br | 61* | x | 2 | x | x
39 | Cc1ccc(NC(=O)c2ccc([N+](=O)[O-])o2)cc1C | -40 | 1.7 | -5 | -4 | 1.3
40 | O=c1[nH]c(SCc2ccccc2Cl)nc2c1cnn2-c1ccccc1 | 35 | 0.0 | 1 | 0 | -0.3
41 | CCOC(=O)Cn1c(=O)oc2cc(S(=O)(=O)N(C)c3ccc(OC)cc3)ccc21 | -8 | 1.9 | -3 | x | 2.1
42 | CC(/C=C/c1ccccc1)=N/NC(=O)CNC(=O)c1ccccc1F | -5 | -0.1 | -9 | 2 | -1.0
43 | CCOCCCn1c(SCC(=O)Nc2cccc(S(=O)(=O)NC3=NCCCCC3)c2)nc2ccccc2c1=O | 0 | -0.6 | 0 | x | 0.3
44 | O=c1c(-c2ccc(O)cc2O)coc2cc(O)cc(O)c12 | -1 | 0.8 | 2 | -4 | 1.2
45 | CCn1c2ccccc2c2cc(NC(=O)COC(=O)c3ccccc3F)ccc21 | -10 | -0.1 | -4 | 8 | -0.5

cpd | CHOP inhibitor | PPC-1+TRAIL kill | NPY1 pot ag | PGE2 EP2 inh
31 | 53 | 29 | 18 | 7
32 | 31 | 34 | 0 | 7
33 | 26 | x | -24 | 8
34 | -3 | 14 | -41 | 1
35 | -10 | 14 | 15 | 3
36 | -4 | 8 | -11 | 5
37 | 14 | 14 | 2 | 8
38 | 27 | -1 | x | 6
39 | -54 | 24 | 17 | 6
40 | 96* | -3 | -11 | 4
41 | -5 | 2 | 4 | 4
42 | 27 | 23 | -4 | 16
43 | 14 | 12 | -30 | 9
44 | -1 | -1 | -7 | 23
45 | 2 | -1 | 6 | 4

Continued:
cpd | SMILES | EP2 mod | TRPML3 ag | 14-3-3 Bad inh | NPY Y1 blocker | TRPN1 ag
46 | CC1Cc2ccccc2N1C(=O)CSc1nc2ccccc2s1 (configuration not stated) | 5 | -0.2 | -1 | 3 | -2.6
47 | CCOc1ccc(OCCN2CCCCC2)cc1 | 25 | 0.9 | 40[fluorescence artefact?] | 3 | 0.1
48 | Cc1cc(NC(=O)CSc2nc(C3CC3)nc3sc(C)c(C)c23)no1 | -7 | -0.4 | -5 | 0 | -0.1
49 | CC(C)CC(NC(=O)C1CCCCC1)C(=O)N1CCN(c2ccccn2)CC1 (configuration not stated) | 14 | -0.4 | 0 | 3 | -1.1
50 | COc1cc(O)c(C(CCN2CCCC(C)C2)c2ccc3c(c2)OCO3)c(OC)c1 (configuration not stated) | -6 | x | 1 | x | x
51 | CC(C)CNc1nc(Oc2ccc(=O)[nH]n2)nc(N2CCOCC2)n1 | 39 | 0.9 | -10 | 0 | 0.6

cpd | CHOP inhibitor | PPC-1+TRAIL kill | NPY1 pot ag | PGE2 EP2 inh
46 | 19 | 19 | -8 | 4
47 | 10 | 3 | -20 | 11
48 | -16 | 11 | -8 | 18
49 | 2 | 8 | 8 | 7
50 | -25 | -1 | x | 2
51 | 8 | 23 | 10 | 8

An excerpt of the results above, for reference:
cpd | SMILES | EP2 mod | TRPML3 ag | 14-3-3 Bad inh | NPY Y1 blocker | TRPN1 ag
1 | C=C(C)C1CC=C(C)/C(=N/NC(=O)COc2cccc(C)c2)C1 (configuration not stated) | -34 | -0.2 | 0[fluorescence artefact?] | 4 | 1.2
2 | CC(C)N1CC=C2C(C#N)=C(N)C(C#N)(C#N)C(c3ccccc3)C2C1 (configuration not stated) | 5 | 1.3 | 7 | 0 | 3.9

cpd | CHOP inhibitor | PPC-1+TRAIL kill | NPY1 pot ag | PGE2 EP2 inh
1 | 26 | 4 | -26 | 4
2 | 7 | 3 | -18 | 17
